High-throughput results deposited in PubChem BioAssay by Dana-Farber Cancer Institute and Novartis Institutes for BioMedical Research (Cambridge, Mass).
USP8 inh = inhibitors of human USP8 deubiquitinase. inhibition, % at 20 µM. AID 1645853. P40818. purified USP8, Ub-rhodamine cleavage fluorescence, 30 min. 47,000 tested, 4.2% active
USP17 block = inhibitors of human USP17 deubiquitinase; AID 1645855; 47,000 tested, 6.5% active; purified USP17, Ub-rhodamine cleavage fluorescence, 3 h; inhibition, % at 50 µM
USP28 block = blocks human USP28 ubiquitin-rhodamine cleavage; purified USP28, Ub-rhodamine cleavage fluorescence, 30 min; inhibition, % at 25 µM; 47,000 tested, 3% active
Target sequence (Q96RU2 whole entry, looked up): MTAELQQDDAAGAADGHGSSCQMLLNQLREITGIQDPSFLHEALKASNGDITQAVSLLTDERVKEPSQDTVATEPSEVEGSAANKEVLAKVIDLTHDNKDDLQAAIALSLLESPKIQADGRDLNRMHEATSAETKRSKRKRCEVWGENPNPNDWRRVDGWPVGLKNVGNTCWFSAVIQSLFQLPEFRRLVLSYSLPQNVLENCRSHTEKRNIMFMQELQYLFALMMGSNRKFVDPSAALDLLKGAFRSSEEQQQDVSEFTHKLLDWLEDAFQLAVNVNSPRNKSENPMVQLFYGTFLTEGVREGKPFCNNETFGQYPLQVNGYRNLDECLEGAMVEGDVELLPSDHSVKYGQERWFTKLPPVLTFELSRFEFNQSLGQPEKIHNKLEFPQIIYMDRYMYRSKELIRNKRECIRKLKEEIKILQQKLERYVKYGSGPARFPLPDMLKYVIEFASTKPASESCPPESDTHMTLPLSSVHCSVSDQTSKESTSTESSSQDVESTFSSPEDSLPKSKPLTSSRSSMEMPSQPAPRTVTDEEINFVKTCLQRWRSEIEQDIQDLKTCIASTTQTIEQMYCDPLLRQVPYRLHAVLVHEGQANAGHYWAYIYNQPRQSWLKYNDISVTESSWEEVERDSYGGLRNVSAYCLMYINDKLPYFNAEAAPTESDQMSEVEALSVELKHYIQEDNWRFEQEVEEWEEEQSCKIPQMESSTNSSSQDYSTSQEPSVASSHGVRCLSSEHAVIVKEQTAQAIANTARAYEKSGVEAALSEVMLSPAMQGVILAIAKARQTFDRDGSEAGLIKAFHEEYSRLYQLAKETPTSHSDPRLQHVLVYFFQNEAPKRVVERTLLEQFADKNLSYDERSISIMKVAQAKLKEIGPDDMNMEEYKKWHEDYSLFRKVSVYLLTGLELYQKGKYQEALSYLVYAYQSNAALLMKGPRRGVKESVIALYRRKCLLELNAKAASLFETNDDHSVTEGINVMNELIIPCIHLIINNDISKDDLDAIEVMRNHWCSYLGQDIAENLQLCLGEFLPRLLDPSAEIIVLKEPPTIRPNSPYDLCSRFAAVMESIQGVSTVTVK
USP7 block = human USP7 deubiquitinase inhibition. Q93009. purified USP7, Ub-rhodamine cleavage fluorescence. inhibition, % at 20 µM. 47,000 tested, 0.3% active. AID 1645854
USP30 inh = human USP30 deubiquitinase inhibition. purified USP30, Ub-rhodamine cleavage fluorescence. inhibition, % at 25 µM. 47,000 tested, 5.3% active
USP10 inh = inhibitors of human USP10 deubiquitinase; Q14694; purified USP10, Ub-rhodamine fluorescence, 60 min; inhibition, % at 20 µM; 47,000 tested, 1.1% active; AID 1645856
OTUD3 block = inhibitors of human OTUD3 deubiquitinase | Q5T2D3 | purified OTUD3, Ub-rhodamine fluorescence, 2 h | inhibition, % at 25 µM | 47,000 tested, 0.7% active | AID 1645858
UCHL1 inh = inhibitors of human UCHL1 deubiquitinase | 47,000 tested, 0.2% active | inhibition, % at 20 µM | purified UCHL1, Ub-rhodamine cleavage fluorescence | AID 1645859 | P09936
* marks the source's active call; other numbers are inactive results. Rule as the data show it: active = inhibition above about 30%; inactive = the rest. Hits appear at their usual frequency. About 13% of those tested had a hit in this group.

What do the screens show for `CC(C)OC(=O)c1cc2c(ccn2C)n1CC(=O)N(C)C`?
USP8 inh: -86.5; USP17 block: -107.0; USP28 block: -143.8; USP7 block: -185.7; USP30 inh: inactive; USP10 inh: -6.9; OTUD3 block: -205.2; UCHL1 inh: -134.9

How did Cc1noc(C)c1CN1CCC(N2CCN(C(=O)c3cccn3C)CC2=O)CC1 do in these assays?
USP8 inh: 6.3; USP17 block: -0.7; USP28 block: -4.6; USP7 block: 1.6; USP30 inh: -19.6; USP10 inh: -2.6; OTUD3 block: -5.0; UCHL1 inh: -0.5

How did C=C(NC(=O)C(=C)NC(=O)c1ccc2c(n1)-c1coc(n1)C(=C)NC(=O)C(=C)NC(=O)c1nc(oc1C)C(=C)NC(=O)C(C(C)(C)O)NC(=O)C(=C)NC(=O)c1nc(oc1C)/C(=C/C)NC(=O)C(C(C)O)NC(=O)c1csc-2n1)C(N)=O (centres undefined) do in these assays?
USP8 inh: 4.1; USP17 block: 36.2*; USP28 block: 0.4; USP7 block: 9.5; USP30 inh: -77.9; USP10 inh: -10.0; OTUD3 block: -1.3; UCHL1 inh: 4.4

What do the screens show for `COCCn1cnc2c(-c3ccccc3)cn(CC(=O)NCc3ccc(F)cc3)c2c1=O`?
USP8 inh: 4.7; USP17 block: -4.0; USP28 block: -9.9; USP7 block: 0.9; USP30 inh: -1.7; USP10 inh: 6.7; OTUD3 block: -3.7; UCHL1 inh: 2.6

How did C[C@H](NC(=O)[C@@H]1Cc2c([nH]c3ccccc23)C2c3ccccc3C(=O)N21)C(=O)NCCc1ccc(Cl)cc1 (some centres undefined) do in these assays?
USP8 inh: -26.3; USP17 block: -12.2; USP28 block: -0.5; USP7 block: -43.6; USP30 inh: -52.9; USP10 inh: -10.3; OTUD3 block: -9.4; UCHL1 inh: -4.3

How did COc1ccc(CCNC(=O)Cn2ncc3ccc(C)cc32)cc1OC do in these assays?
USP8 inh: 0.2; USP17 block: 9.9; USP7 block: 2.2; USP10 inh: -0.4; OTUD3 block: -0.1; UCHL1 inh: 0.6

How did COc1ccccc1NC(=O)N(Cc1cc2cccc(C)c2[nH]c1=O)C1CCCC1 do in these assays?
USP8 inh: 21.3; USP17 block: 16.1; USP28 block: 10.9; USP7 block: 4.3; USP30 inh: 25.1; USP10 inh: 1.8; OTUD3 block: 16.1; UCHL1 inh: 1.8

How did COc1ccc(-c2csc(-c3ccncc3)n2)c(OC)c1 do in these assays?
USP8 inh: 15.0; USP17 block: -0.2; USP28 block: -1.0; USP7 block: 5.0; USP30 inh: -9.4; USP10 inh: 1.1; OTUD3 block: 6.0; UCHL1 inh: 1.3

What do the screens show for `Cc1ccc2c(c1)C(=O)NC1(CCC(=O)N(CC(=O)N3CCCCC3)CC1)O2` (centres undefined)?
USP8 inh: -3.4; USP17 block: -6.4; USP28 block: -15.0; USP7 block: -1.5; USP30 inh: -6.7; USP10 inh: 0.0; OTUD3 block: -2.9; UCHL1 inh: -8.3

What do the screens show for `CC1(c2cccc(Br)c2)NC(=O)N(Cc2ncc(-c3ccc(Cl)cc3)o2)C1=O` (centres undefined)?
USP8 inh: -13.1; USP17 block: -14.8; USP28 block: -1.6; USP7 block: -109.1; USP30 inh: -38.3; USP10 inh: -4.9; OTUD3 block: -5.3; UCHL1 inh: -4.4

How did CCOc1cc(=O)c(C(=O)N2CCC(C(N)=O)CC2)nn1-c1ccc(C)cc1 do in these assays?
USP8 inh: 19.4; USP17 block: 0.7; USP28 block: 9.5; USP7 block: 1.2; USP30 inh: 6.6; USP10 inh: -0.1; OTUD3 block: 10.4; UCHL1 inh: 2.3

How did O=C(CN(c1ccccc1)S(=O)(=O)c1ccccc1)Oc1cc(Cl)ccc1Cl do in these assays?
USP8 inh: 30.2*; USP17 block: 20.7; USP28 block: 6.2; USP7 block: 5.6; USP30 inh: 34.2*; USP10 inh: 5.1; OTUD3 block: 10.4; UCHL1 inh: 2.7

What do the screens show for `CC1=C(C(=O)Nc2ccccc2)C(c2cccnc2)n2nc(-c3cccnc3)nc2N1` (centres undefined)?
USP8 inh: 4.4; USP17 block: 13.3; USP28 block: 7.6; USP7 block: -0.8; USP30 inh: 19.6; USP10 inh: 0.9; OTUD3 block: 10.3; UCHL1 inh: 2.2

What do the screens show for `COc1ccc(NC(=O)c2c(C)sc3c(=O)n(C(C)C)cnc23)cc1`?
USP8 inh: 4.9; USP17 block: 0.4; USP28 block: -1.1; USP7 block: 4.4; USP30 inh: -3.9; USP10 inh: -3.8; OTUD3 block: -0.7; UCHL1 inh: 4.7

Results for COc1ccc(CCC(=O)N2CCN(c3cc(C)n4cnnc4n3)CC2)cc1 ?
USP8 inh: 16.9; USP17 block: 17.8; USP28 block: 14.0; USP7 block: 8.2; USP30 inh: 8.5; USP10 inh: 2.0; OTUD3 block: 13.0; UCHL1 inh: 2.4

What do the screens show for `CC(C)N1C[C@@H]2C[C@H](NC(=O)c3cccs3)CN2Cc2ccccc21`?
USP8 inh: -39.4; USP17 block: -118.8; USP28 block: -96.6; USP7 block: -5.9; USP30 inh: inactive; USP10 inh: -5.8; OTUD3 block: -120.4; UCHL1 inh: -6.8

What do the screens show for `COc1ccc(CC(=O)N2CCC3(CC2)N=C(c2ccc(Cl)cc2)C(=O)N3)cc1`?
USP8 inh: 9.1; USP17 block: 3.4; USP28 block: 0.3; USP7 block: -28.6; USP30 inh: 9.3; USP10 inh: -0.3; OTUD3 block: 9.6; UCHL1 inh: 1.4

What do the screens show for `N#Cc1cccc(CN2CCC[C@H]2c2nc(-c3cncnc3N)no2)c1`?
USP8 inh: 29.5; USP17 block: -26.5; USP28 block: 18.6; USP7 block: -31.6; USP30 inh: -4.0; USP10 inh: 1.9; OTUD3 block: 11.2; UCHL1 inh: 3.0

Results for CNC(=O)[C@@]12O[C@H]3COC(C)(C)O[C@H]3[C@@H]1OC(C)(C)O2 ?
USP8 inh: 1.4; USP17 block: 0.2; USP28 block: -6.8; USP7 block: 0.7; USP30 inh: 3.3; USP10 inh: 0.0; OTUD3 block: -3.9; UCHL1 inh: 0.0

What do the screens show for `COc1ccc(CC(=O)Nc2cc(N3CCCS3(=O)=O)ccc2OC)cc1`?
USP8 inh: -14.4; USP28 block: -1.6; USP7 block: -3.2; USP30 inh: -21.0; USP10 inh: -0.9; OTUD3 block: -8.1; UCHL1 inh: -1.4

Results for CCCCOc1ccc(C(C)(CC(=O)O)C(=O)O)cc1 (centres undefined) ?
USP8 inh: 8.3; USP17 block: 0.5; USP28 block: 4.5; USP7 block: 3.6; USP30 inh: 13.5; USP10 inh: -0.4; OTUD3 block: 4.8; UCHL1 inh: -0.6

Results for COc1cccc(Cl)c1NC(=O)N1CCc2c([nH]c3ccccc23)C1C(F)(F)F (centres undefined) ?
USP8 inh: -2.7; USP17 block: 10.2; USP28 block: 3.5; USP7 block: 15.0; USP30 inh: 1.0; USP10 inh: 9.3; OTUD3 block: 4.4; UCHL1 inh: 7.0

How did COc1ccc(Cn2ccc(=O)c(Cc3c(Cl)cccc3Cl)c2C)cc1 do in these assays?
USP8 inh: -0.1; USP17 block: 1.2; USP28 block: -0.4; USP7 block: -13.8; USP30 inh: -8.4; USP10 inh: 0.5; OTUD3 block: -2.4; UCHL1 inh: -2.1

How did Cc1ccccc1-c1nc2c3c(C)c(C)n(-c4ccccn4)c3ncn2n1 do in these assays?
USP8 inh: -16.0; USP17 block: -33.4; USP28 block: -51.0; USP7 block: -14.2; USP30 inh: -167.0; USP10 inh: -4.6; OTUD3 block: -33.5; UCHL1 inh: -18.9

Of the compounds above, these have a thiophene ring, fused or not:
What do the screens show for `COc1ccc(NC(=O)c2c(C)sc3c(=O)n(C(C)C)cnc23)cc1`?
USP8 inh: 4.9; USP17 block: 0.4; USP28 block: -1.1; USP7 block: 4.4; USP30 inh: -3.9; USP10 inh: -3.8; OTUD3 block: -0.7; UCHL1 inh: 4.7

What do the screens show for `CC(C)N1C[C@@H]2C[C@H](NC(=O)c3cccs3)CN2Cc2ccccc21`?
USP8 inh: -39.4; USP17 block: -118.8; USP28 block: -96.6; USP7 block: -5.9; USP30 inh: inactive; USP10 inh: -5.8; OTUD3 block: -120.4; UCHL1 inh: -6.8

(continued)
What do the screens show for `O=c1[nH]c2cc3c(cc2cc1CNCc1ccc2c(c1)OCO2)OCCO3`?
USP8 inh: -43.3; USP17 block: -77.6; USP28 block: -61.0; USP7 block: -5.5; USP30 inh: -119.0; USP10 inh: -5.2; OTUD3 block: -37.0; UCHL1 inh: -2.3

Results for Cc1ccc(NC(=O)CSc2nnc(-c3cccnc3)n2C)cc1 ?
USP8 inh: -59.1; USP17 block: -1.6; USP28 block: 0.1; USP7 block: -1.0; USP30 inh: -2.2; USP10 inh: 0.0; OTUD3 block: -0.4; UCHL1 inh: -2.0

Results for Cc1noc(C)c1CSc1ncccc1C(=O)Nc1ccnn1C(C)C1CC1 (centres undefined) ?
USP8 inh: -27.3; USP17 block: -16.1; USP28 block: -8.2; USP7 block: 0.9; USP30 inh: -13.7; USP10 inh: -0.2; OTUD3 block: -12.8; UCHL1 inh: -2.8

Results for O=C(CCc1nnc2ccc(N3CCCCC3)nn12)N1CCN(C(=O)c2ccco2)CC1 ?
USP8 inh: 9.6; USP17 block: -2.0; USP28 block: -2.9; USP7 block: -0.3; USP30 inh: -9.3; USP10 inh: -1.8; OTUD3 block: -2.1; UCHL1 inh: -1.1

What do the screens show for `O=S(=O)(C1CC1)N1CCOC2(CCCN(c3ncc(F)cn3)C2)C1` (centres undefined)?
USP8 inh: 15.8; USP17 block: 16.2; USP28 block: 14.6; USP7 block: 0.5; USP30 inh: 35.3*; USP10 inh: 1.0; OTUD3 block: 12.9; UCHL1 inh: 1.9

Results for CC(C)(C)SCCNC(=O)C(C)(C)C ?
USP8 inh: 2.6; USP17 block: -2.1; USP28 block: -4.8; USP7 block: 2.1; USP30 inh: -10.6; USP10 inh: -2.0; OTUD3 block: -9.1; UCHL1 inh: -3.0

How did CC(C)(C)C(=O)NC(=O)Nc1ccccc1C(F)(F)F do in these assays?
USP8 inh: 3.3; USP17 block: 0.0; USP28 block: 4.5; USP7 block: -91.6; USP30 inh: 10.0; USP10 inh: 0.6; OTUD3 block: 0.9; UCHL1 inh: -0.1

What do the screens show for `COCCCn1c(C(=O)NCc2ccc(F)cc2)cc2c(=O)n3ccccc3nc21`?
USP8 inh: -8.0; USP17 block: 37.8*; USP28 block: -14.2; USP7 block: -0.5; USP30 inh: -25.5; USP10 inh: 8.9; OTUD3 block: -2.6; UCHL1 inh: -0.4

Results for Cc1nc(-c2ccc(-c3noc(-c4ccnn4C)n3)cc2)cs1 ?
USP8 inh: 9.7; USP17 block: 33.4*; USP28 block: 0.2; USP7 block: 2.3; USP30 inh: 39.7*; USP10 inh: 0.8; OTUD3 block: -4.7; UCHL1 inh: 1.0

Results for Cc1ccc(Cn2cc(C(=O)O)c(S(=O)(=O)N3CCCCC3)n2)cc1 ?
USP8 inh: -122.7; USP17 block: -14.7; USP28 block: 0.0; USP7 block: 1.0; USP30 inh: 3.4; USP10 inh: 1.2; OTUD3 block: 3.8; UCHL1 inh: -0.8

Results for CC(OC(=O)c1ccc2c(=O)n3c(nc2c1)CCCCC3)C(=O)Nc1ccc(Oc2ccccc2)cc1 (centres undefined) ?
USP8 inh: 13.6; USP17 block: 6.0; USP28 block: -13.9; USP7 block: 5.3; USP30 inh: -109.5; USP10 inh: -1.8; OTUD3 block: -8.0; UCHL1 inh: 3.4

How did CN1C(=O)COc2ccccc2CCCC[C@H]2NCCC[C@H]21 do in these assays?
USP8 inh: -41.4; USP17 block: -7.6; USP28 block: -8.7; USP7 block: -1.2; USP30 inh: 6.5; USP10 inh: 1.2; OTUD3 block: -5.8; UCHL1 inh: -1.3

Results for O=S(=O)(c1ccc(F)cc1)N1CCC(O)(CN2CCOCC2)C1 (centres undefined) ?
USP8 inh: 1.0; USP17 block: -1.8; USP28 block: -3.4; USP7 block: 2.2; USP30 inh: 14.5; USP10 inh: 0.6; OTUD3 block: 0.1; UCHL1 inh: 0.8

How did N#Cc1ccc(C(=O)N(C(=O)c2ccc(C#N)cc2)c2ncccn2)cc1 do in these assays?
USP8 inh: -263.1; USP17 block: -31.6; USP28 block: -4.4; USP7 block: -12.8; USP30 inh: 3.1; USP10 inh: 1.4; OTUD3 block: 4.3; UCHL1 inh: 2.2

Three compounds from above, sorted by length of the SMILES, descending.
What do the screens show for `COCCCn1c(C(=O)NCc2ccc(F)cc2)cc2c(=O)n3ccccc3nc21`?
USP8 inh: -8.0; USP17 block: 37.8*; USP28 block: -14.2; USP7 block: -0.5; USP30 inh: -25.5; USP10 inh: 8.9; OTUD3 block: -2.6; UCHL1 inh: -0.4

What do the screens show for `O=S(=O)(C1CC1)N1CCOC2(CCCN(c3ncc(F)cn3)C2)C1` (centres undefined)?
USP8 inh: 15.8; USP17 block: 16.2; USP28 block: 14.6; USP7 block: 0.5; USP30 inh: 35.3*; USP10 inh: 1.0; OTUD3 block: 12.9; UCHL1 inh: 1.9

Results for Cc1ccc(NC(=O)CSc2nnc(-c3cccnc3)n2C)cc1 ?
USP8 inh: -59.1; USP17 block: -1.6; USP28 block: 0.1; USP7 block: -1.0; USP30 inh: -2.2; USP10 inh: 0.0; OTUD3 block: -0.4; UCHL1 inh: -2.0
